# Source: PubChem BioAssay (several laboratories)
# TLR9-MyD88 block: TLR9-MyD88 interaction inhibition; AID 504734; inhibition, % at 4.98 µM; CHO BLA complementation TLR9-MyD88, CCF4 FRET ratio; 0.21% of 340,000 active;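 active means inhibition above the mean over all tested compounds plus 3 SD, cut at about 21% in these data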;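 further: 0% = DMSO only wells and 100% = clavulanate BLA inhibitor control wells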
# Exocytosis inh: blocks lytic granule exocytosis. TALL-104 LAMP-1 surface exposure, flow cytometry; cells stimulated with thapsigargin and PMA. inhibition, % at 10 µM. 0.66% of 360,000 active. AID 651702;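 active means inhibition above about 55%, limit read from the data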
# NOD2-RIPK2 inh: blocks binding of human NOD2 to RIPK2 | O43353 | CHO BLA complementation NOD2-RIPK2, CCF4 ratio | inhibition, % at 4.98 µM | 0.38% of 360,000 active; in the data active means inhibition above about 21%;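 further: 0% = vehicle only and 100% = reference blocker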
# Target sequence (O43353 whole entry, looked up): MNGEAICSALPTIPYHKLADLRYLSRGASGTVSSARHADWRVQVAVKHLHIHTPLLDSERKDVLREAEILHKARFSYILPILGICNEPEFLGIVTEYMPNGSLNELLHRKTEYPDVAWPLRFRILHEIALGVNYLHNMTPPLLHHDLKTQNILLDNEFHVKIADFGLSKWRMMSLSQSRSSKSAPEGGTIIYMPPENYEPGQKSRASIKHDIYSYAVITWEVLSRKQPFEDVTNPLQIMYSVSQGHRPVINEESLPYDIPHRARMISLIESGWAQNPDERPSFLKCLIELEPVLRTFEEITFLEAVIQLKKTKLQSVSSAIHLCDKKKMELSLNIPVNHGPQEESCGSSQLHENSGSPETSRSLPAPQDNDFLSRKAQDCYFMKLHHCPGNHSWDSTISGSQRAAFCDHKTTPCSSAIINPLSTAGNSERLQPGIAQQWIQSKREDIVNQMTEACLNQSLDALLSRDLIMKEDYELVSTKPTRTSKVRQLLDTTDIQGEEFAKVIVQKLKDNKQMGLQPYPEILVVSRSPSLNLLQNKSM
# ABHD5 PLIN5 PPI: blocks binding of human ABHD5 to perilipin-5. Split G. princeps luciferase complementation, luminescence, 4 h. inhibition, % at 4 µM. Q00G26+Q8WTS1. AID 602281. 0.78% of 360,000 active;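 active means inhibition above the mean inhibition across every tested compound plus 3 SD, cut at about 22% in these data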;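 further: 0% = DMSO only wells and the 100% control is not disclosed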
# MC4R barr agon: agonists of human melanocortin 4 receptor (MC4R) beta-arrestin; 0.98% of 360,000 active; activation, % at 8.9 µM; U2OS MC4R beta-arrestin complementation, luminescence; percent of melanotan II response, DMSO zero;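 active means activation above a per-plate cutoff, the mean activation of sample wells on that plate plus 3 SD, cut at about 8% in these data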
# Target sequence (P32245 whole entry, looked up): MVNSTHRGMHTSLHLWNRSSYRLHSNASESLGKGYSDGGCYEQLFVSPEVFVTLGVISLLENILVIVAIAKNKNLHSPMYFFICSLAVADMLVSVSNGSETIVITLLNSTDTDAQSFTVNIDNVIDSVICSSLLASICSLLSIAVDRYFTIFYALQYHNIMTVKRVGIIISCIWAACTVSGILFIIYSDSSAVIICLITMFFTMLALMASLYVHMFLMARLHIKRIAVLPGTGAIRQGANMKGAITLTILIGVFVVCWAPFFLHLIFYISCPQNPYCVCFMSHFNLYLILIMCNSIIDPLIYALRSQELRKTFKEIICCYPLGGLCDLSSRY
# Vif imaging: blocks HIV Vif function; 0.35% of 340,000 active; inhibition, % at 7.49 µM; HEK293T cells, Vif self-association by quenched fluorescence, imaging, 24 h; AID 602346; in the data active means inhibition above about 50%, passing the limit was not always enough; further: some results filed as inactive read as strong as hits
# ABCB6 inh 2: blocks the human ABCB6 transporter | K562-ABCB6 porphyrin accumulation, flow cytometry, 1 h; stronger effect = lower value | Q9NP58 | 0.19% of 360,000 active | fluorescence ratio to DMSO, % at 10 µM;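 active means fluorescence ratio to DMSO below 75%, the collection mean minus 3 SD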;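 further: signal is porphyrin accumulated inside mitochondria; 100% equals median channel fluorescence of DMSO control wells; lower ratio means ABCB6 inhibition with less porphyrin fluorescence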
# aDG glyco up: alpha-DG glycosylation activation; activation, % at 10 µM; AID 624168; 0.22% of 360,000 active; Pro5-aDG cells, alpha-DG glycosylation AlphaScreen (IIH6); 0% Pro5, 100% B10-LARGE cell signal;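 active means activation of at least 8% versus controls, or a plate z-score of at least 8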;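 further: Pro5 are CHO cells carrying HIG-tagged alpha-DG that lacks glycosylation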
# MC4R antagonist: human MC4R antagonism in cAMP assay. P32245. MC4R-expressing cells, MTII-stimulated cAMP, LANCE TR-FRET. inhibition, % at 6.5 µM. 0.48% of 360,000 active. AID 540295;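 active means inhibition above its plate's cutoff, the mean of tested wells on that plate plus 3 SD, cut at about 29% in these data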;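 further: 0% = Melanotan II alone and 100% = Melanotan II plus saturating MCL0020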
#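 System – human MC4R-expressing U2OS cells · Also added – Melanotan II · Dosing – one concentration, 6.5 µM nominal · Timing – 30-min compound, 1-h challenge, 1-h detection, room temperature · Measured by – Eu-cAMP/anti-cAMP TR-FRET, emission 671 nm · Replicates – singlicate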
# Glyco luc inh: N-linked glycosylation inhibition | D54 ERlucT glycosylation luciferase reporter, 24 h; percent of 100 nM tunicamycin response | 0.23% of 360,000 active | AID 588692 | reporter increase, % at 12.5 µM;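 active means mean luciferase reporter signal, scaled so untreated is 0 and the glycosylation-blocking control 100, at or above a set limit in every replicate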;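 further: luciferase carries N-glycosylation sites so blocking glycosylation raises the light; 0% = median of neutral control wells and 100% = median of 100 nM tunicamycin wells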
# * = called active by the depositor; nt = no result given.
canonical_smiles	TLR9-MyD88 block	Exocytosis inh	NOD2-RIPK2 inh	ABHD5 PLIN5 PPI	MC4R barr agon	Vif imaging	ABCB6 inh 2	aDG glyco up	MC4R antagonist	Glyco luc inh
Cc1ccc(SC(CC(=O)c2ccc(C)cc2)C(=O)O)cc1 (stereo not given)	-5	55	10	69*	0.1	2	94	-0.1	0	0
OC(c1ccc(Cl)cc1)c1ncc(-c2cccc(F)c2)[nH]1 (stereo not given)	nt	3	-1	-11	-1.3	-4	98	1.4	-2	-2
CCOC(=O)c1nnn(CC(=O)N2N=C(c3cccc4ccccc34)CC2c2ccccc2)c1C(=O)OCC (stereo not given)	1	0	-3	0	1.7	-1	100	0.1	6	-8
COc1ccc(NS(=O)(=O)c2ccc(NC(=S)NC(=O)c3cccc(F)c3)cc2)nn1	3	-4	4	-1	-3.2	-4	85	0.0	8	2
COc1ccc2cc(Br)ccc2c1CC(=O)N(C)C	8	2	6	3	3.6	-9	99	0.6	13	-2
Cc1ccc(C)c(S(=O)(=O)N2CCCOC2CNC(=O)C(=O)NCCc2ccco2)c1 (stereo not given)	-1	-1	-5	2	-0.6	-3	86	0.0	-8	1
CCc1nc(SCC(=O)Nc2ccc(N(C)C)cc2)c2ccccc2n1	8	-1	-6	-7	-1.9	-2	89	0.2	-6	12
CCC(=O)OC1(C)C(=O)C=C2C=C(c3ccsc3)OC=C2C1=O (stereo not given)	-8	2	6	13	-1.6	5	106	-0.1	-2	0
FC(F)(F)c1cc(N2CCN(Cc3ccccc3)CC2)c2ccccc2n1	-3	0	-6	0	1.1	-3	103	0.1	2	0
O=C1C2C3CCC(C3NCc3ccccc3)C2C(=O)N1Cc1ccccc1 (stereo not given)	2	-2	0	0	-1.7	-2	95	0.2	5	-2
Cc1cc(Br)ccc1NC(=O)C1CCN(C(=O)c2ccco2)CC1	-9	12	-6	5	-0.3	3	91	-0.1	-2	0
Cc1ccc2nc(-c3ccccn3)c(Nc3ccccc3C)n2c1	5	-2	-4	-8	0.2	0	96	1.7	6	5
COc1ccc(-c2ccc3c(c2)C2CC3CCN2CCC#N)cc1 (stereo not given)	-1	-4	-9	-12	3.1	nt	100	0.0	9	1
CC(C)(C)C(=O)NC(=S)Nc1cccc(C(=O)O)c1	-10	5	-1	-4	-1.5	-3	99	0.0	5	1
CCN(CC)S(=O)(=O)c1ccc(C(C)NCC(=O)Nc2ccccc2C(=O)NC2CC2)cc1 (stereo not given)	-14	-1	-7	2	0.0	-2	97	-0.3	1	-2
CC(C)C(=O)Nc1nnc(S(=O)(=O)N2CCCc3ccccc32)s1	-4	-8	6	0	4.5	-12	101	1.9	4	2
COc1ccc(CNC(=O)C[C@H]2C[C@H](C(=O)N3CCCCC3)[C@@]3(C)c4[nH]c5cc(-c6ccco6)ccc5c4CCN3C2=O)cc1OC	-8	2	0	-4	-1.7	nt	96	1.2	25	0
CCOc1cc(N2CCOCC2)c(OCC)cc1NC(=O)C(C)Oc1ccccc1 (stereo not given)	-4	8	-3	1	0.4	-15	97	-0.3	4	0
CC(C)(C)NC(=O)C(c1ccccc1F)n1c(=O)c(-c2ccccc2)nc2ccccc21 (stereo not given)	nt	-4	12	3	nt	nt	nt	3.8	nt	nt
Cc1ccnc(SCC(=O)Nc2cccc(S(=O)(=O)N3CCOCC3)c2)n1	-11	5	-2	-3	-1.8	12	105	0.2	12	2
Cc1cc(C(=O)N/N=C/c2cccc(OC(=O)c3ccco3)c2)n[nH]1	7	-2	3	7	-3.9	9	99	-0.2	-14	1
Cc1cccc(-n2c(C)cc(/C=N/NC(=O)c3cccc([N+](=O)[O-])c3C)c2C)c1	-4	-6	-19	3	-0.2	0	122	0.0	7	-3
O=C(CSc1nc2c(sc3ccccc32)c(=O)n1Cc1ccccc1)NCC1CCCO1 (stereo not given)	-7	0	-1	-5	-2.1	-2	102	0.1	2	-3
CC1C(=O)Nc2ccccc2N1C(=O)c1ccccc1 (stereo not given)	-4	0	9	2	-4.2	1	96	-0.4	-1	3
CCCCSCCCNC(=S)Nc1ccccc1C	-7	-1	6	3	0.0	-1	97	1.6	0	-2
Cc1ccc(CNC(=O)CC(C)S(=O)(=O)c2ccc3c(c2)NC(=O)CS3)o1 (stereo not given)	-10	2	-16	38*	-0.2	-1	101	0.0	-1	-1
Cn1cc(/C=C2\SC(=S)N(NC(=O)c3ccccc3Cl)C2=O)c2ccccc21	8	-2	4	6	-2.6	-2	121	0.0	2	4
Cc1cc(NC(=O)c2ccc3nccnc3c2)ccc1Br	10	5	-2	-7	-2.7	-3	98	-0.1	6	-8
COc1ccc(NC(=O)/C(C#N)=C\C=C\c2ccco2)cc1	10	2	-14	7	-1.0	-1	103	0.1	-18	19
O=S(=O)(c1ccc(-c2ccccc2)cc1)N1CCCCC1	5	3	4	-1	-0.7	-1	101	0.0	20	-1
Cn1c(CN2CCCCC2)nc2cc(NC(=O)c3cccc(Br)c3)ccc21	-8	1	-13	-4	-0.5	nt	90	0.5	-2	-5
C#CCSc1n[nH]c(=O)n1-c1cccc(C(F)(F)F)c1	2	1	6	-4	-2.3	-12	98	0.0	0	2
CC(Oc1ccccc1F)C(=O)NNC(=O)CCNC(=O)c1ccco1 (stereo not given)	-5	-3	7	-7	-3.3	-8	108	-0.1	2	1
Cc1nn(C2CCS(=O)(=O)C2)c2nc(C3CC3)cc(C(=O)Nc3cccc(C#N)c3)c12 (stereo not given)	-3	33	3	-5	-1.6	19	98	0.1	0	-2
Cc1cccc(C)c1NC(=O)C1(N(Cc2ccco2)C(=O)Cn2nnnc2N)CCCCC1	-6	0	1	4	0.1	-3	100	-0.2	14	2
CCSc1nc2sc3c(c2c(=O)[nH]1)CC(C)(C)OC3	-4	1	-6	-2	-0.6	-4	106	0.0	2	1
CCN1C(=O)/C(=C2/SC(C)=C(C)N2CC)SC1=S	10	3	-3	4	-0.8	nt	97	-0.3	-11	2
Cc1ncoc1C(=O)N1CCCC(CCC(=O)NCc2ccccc2F)C1 (stereo not given)	0	-1	-4	4	0.7	-7	95	-0.4	0	4
S=c1[nH]cnc2sc(Nc3ccccc3)nc12	-5	6	-2	-6	-1.3	1	143	0.0	-11	0
CC(=O)c1ccc(NC(=O)c2ccc(N3CCCC3=O)cc2)cc1	-4	-4	-7	6	-0.1	0	101	1.4	1	-1
CC(C)CC(=O)NC(=S)NNC(=O)c1cccc([N+](=O)[O-])c1	3	-2	3	-5	-1.7	-2	98	0.1	2	2
COc1cc(/C=C/C(=O)OCC(=O)NC(=O)NC23CC4CC(CC(C4)C2)C3)ccc1OCC#N	-7	-2	5	4	2.5	-19	90	0.5	-8	2
O=C1CC(N2CCN(c3ccccc3)CC2)C(=O)N1c1ccc2c(c1)OCCO2 (stereo not given)	3	2	-14	7	-2.2	nt	91	-0.2	7	0
CC(C)N(C=O)C1(C(=O)NC2CCCCC2)CCCCC1	-13	0	-1	9	0.1	7	94	-0.3	2	0
CCOc1ccc(Cc2onc3c2C(=O)CC(C)(C)C3)cc1OCC	1	-1	-1	3	0.6	-3	95	-0.1	2	0
COC(=O)CCC(=O)N1CCOCCOCCOCC1	-8	-2	5	-2	-1.3	-4	104	0.0	4	3
OC(CN1CCN(c2cccc(Cl)c2)CC1)c1ccc(F)cc1 (stereo not given)	11	0	-1	-5	5.2	-9	97	0.1	7	1
CC(Oc1ccc2c(-c3ccccc3)cc(=O)oc2c1)C(=O)N1CCC[C@@H]1C(N)=O (stereo not given in full)	-4	1	-3	7	-0.9	-12	99	-0.1	16	0
COc1cccc(NC(=S)NCc2ccc3c(c2)cc(C)n3C)c1	4	-2	-14	7	-3.8	-2	98	-0.1	13	-2
O=C(COC(=O)c1cccnc1Cl)c1cccc(Cl)c1	-2	21	1	-4	-1.7	-15	100	-0.1	-6	3
Cc1cc2ncn(/N=C/c3ccc([N+](=O)[O-])o3)c2cc1C	11	4	7	-8	0.2	6	147	2.4	-10	24
O=[N+]([O-])c1ccc(S(=O)(=O)NCCc2cn3ccccc3n2)cc1	6	0	-10	8	-0.1	-1	98	0.0	-2	0
O=C(N/N=C1/SCC(=O)N1Cc1ccco1)c1ccccc1F	-3	-6	-1	-5	-1.8	1	106	-0.4	6	1
Cc1ccc(Cl)cc1NC(=O)CSc1sc2c(O)cc(=O)[nH]c2c1C#N	-3	1	-3	-3	-2.2	-2	94	-0.1	-1	2
CCOC(=O)C1=C(c2ccccc2)NC(N)=NC1c1ccc(OCc2ccc(C(=O)OC)cc2)cc1 (stereo not given)	-4	7	1	4	14*	-8	97	-0.5	13	-1
CCC(=O)Nc1cccc(NC(=O)c2ccc(Br)cc2)c1	9	1	5	-1	-1.9	1	84	0.3	4	-3
COc1ccc(-c2cc(NC(C)=O)c3ncc(-c4ccccc4)n3c2)c(OC)c1	nt	94*	8	4	32*	0	100	-0.5	9	2
COCC(C)NC(=S)Nc1ccccc1[N+](=O)[O-] (stereo not given)	8	-5	2	9	1.5	-2	103	-0.1	-8	-1
COc1ccc(NC2CS(=O)(=O)CC2OC(=O)c2ccc(F)cc2)cc1 (stereo not given)	-9	2	-2	-3	-2.5	0	96	-0.4	3	0
CC(=O)/C(N=Nc1cccc(C(F)(F)F)c1)=C(\C)O	-3	0	1	1	1.0	10	99	0.5	28	0

# Sorted by value in aDG glyco up (falling): three from the list above.
canonical_smiles	TLR9-MyD88 block	Exocytosis inh	NOD2-RIPK2 inh	ABHD5 PLIN5 PPI	MC4R barr agon	Vif imaging	ABCB6 inh 2	aDG glyco up	MC4R antagonist	Glyco luc inh
CCC(=O)Nc1cccc(NC(=O)c2ccc(Br)cc2)c1	9	1	5	-1	-1.9	1	84	0.3	4	-3
FC(F)(F)c1cc(N2CCN(Cc3ccccc3)CC2)c2ccccc2n1	-3	0	-6	0	1.1	-3	103	0.1	2	0
CC(C)N(C=O)C1(C(=O)NC2CCCCC2)CCCCC1	-13	0	-1	9	0.1	7	94	-0.3	2	0

# Next structures
canonical_smiles	TLR9-MyD88 block	Exocytosis inh	NOD2-RIPK2 inh	ABHD5 PLIN5 PPI	MC4R barr agon	Vif imaging	ABCB6 inh 2	aDG glyco up	MC4R antagonist	Glyco luc inh
CCOc1cc(C2CC(=O)NC3=C2C(=O)C(C(=O)OC)C(C)C3)cc(Cl)c1O (stereo not given)	-3	2	-11	4	-0.7	-4	97	0.2	7	3
CCc1ccc(NC(=O)CCc2nc3sc4c(c3c(=O)[nH]2)CCCC4)cc1	-6	-3	8	-15	7.8	-1	102	-0.3	11	0
Cn1c(NC(=O)Cc2ccc(F)cc2)cc(=O)n(C)c1=O	-8	1	-8	2	-0.2	-3	109	-0.2	17	0
Cc1ccc(CNC(=O)Cn2c(=O)oc3ccccc32)o1	-1	0	-13	1	-0.3	nt	83	-0.2	3	-1
COc1ccc(C(C)(C)C)cc1NC(=O)C1CCCO1 (stereo not given)	-21	4	-8	-5	-0.2	nt	98	-0.2	16	-2
CCc1ccc2oc(=O)cc(CN(C)Cc3ccccc3)c2c1	-6	16	6	-6	-0.1	-5	101	0.1	-4	-6

# A portion of the library. The share of hits here may be higher or lower than overall.
